T cell HTS: modulators of CD8 T cell-vesicle binding, primary screen, mouse 2C CD8+ T cells, flow cytometry; calls only at 7 µM; 2C CD8+ T cell-vesicle binding; active compounds read low; actives 0.068% (n = 330,000); AID 2052, 2009;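 active = response, share of CD8 T cells binding vesicles, and their 90th percentile fluorescence all below set limits, cut at about 80% in these data, passing the limit was not always enough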
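Test system: purified 2C TCR transgenic mouse naive CD8+ T cells. Probe or stimulus: QL9-peptide-loaded Drosophila micro-vesicles bearing Ld, ICAM-1 and B7-1. Incubation: binding step 1.5 h, 37 °C, antibody labelling 20 min, ice. Measured by: flow cytometry of vesicle-bound cells.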
Myeloid diff MLP: induction of myeloid progenitor differentiation, primary screen, cell-based, flow cytometry, MLPCN library; AID 624256, 2012; calls only at 10 µM; ER-HoxA9 myeloid progenitors, lysozyme-GFP differentiation; actives 1% (n = 360,000);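 active = normalized GFP-positive differentiation at or above the plate's own cutoff, the solvent-only control mean plus 3 SD; inconclusive = no clear call, values can overlap the other calls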;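 note: cells exposed to compound for four days before flow analysis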
NTR1 ag: agonists of NTR1, primary screen, imaging, U2OS cells, beta-arrestin-GFP, high content (AID 493036). activation, % at 20 µM. NTR1-U2OS beta-arrestin-GFP spot imaging, agonist mode. actives 0.17% (n = 330,000). Neurotensin receptor type 1 (Homo sapiens), P30989;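 active = activation at or above 40% of the spot to cytoplasm intensity ratio, with at least 20 cells analyzed; inconclusive = wells under 20 cells, flagged as cytotoxic or low count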;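 note: 0% = DMSO without peptide and 100% = 100 nM NTR1 peptide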
Target sequence (P30989 whole entry, looked up): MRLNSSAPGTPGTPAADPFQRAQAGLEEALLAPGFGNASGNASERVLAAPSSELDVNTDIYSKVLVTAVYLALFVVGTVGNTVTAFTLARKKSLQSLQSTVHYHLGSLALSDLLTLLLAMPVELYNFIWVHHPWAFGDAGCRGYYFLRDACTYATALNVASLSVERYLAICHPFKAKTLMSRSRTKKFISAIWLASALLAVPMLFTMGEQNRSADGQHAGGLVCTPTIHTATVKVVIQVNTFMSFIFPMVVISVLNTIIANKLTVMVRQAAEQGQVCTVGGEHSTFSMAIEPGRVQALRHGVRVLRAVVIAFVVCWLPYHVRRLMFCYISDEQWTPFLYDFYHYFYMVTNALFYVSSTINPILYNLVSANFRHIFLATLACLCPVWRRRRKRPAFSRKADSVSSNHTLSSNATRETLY
NOD1 inhibition: NOD1 signaling inhibitors, primary screen, cell-based, luminescence, uHTS (AID 1578); NOD1-driven NF-kB luciferase reporter cells, luminescence; higher % means a stronger effect; inhibition, % at 4 µM, or EC50 in µM where a hit was titrated; actives 1% (n = 290,000); in the data active = inhibition mostly above about 36%, no sharp cut-off; inactive = mostly below about 34%;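 note: HEK-293T reporter cells stimulated with the NOD1 agonist gamma-tri-DAP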
HEK293 NOD2/NF-kB: NOD2 signaling inhibitors, cell-based, luminescence, uHTS, HEK293 (AID 1566). HEK293 NOD2/NF-kB luciferase reporter, luminescence; higher % means a stronger effect. inhibition, % at 4 µM, or EC50 in µM where a hit was titrated. actives 0.63% (n = 290,000); note: many of its hits are not listed in these tables
GPR55 antagonists: GPR55 antagonists blocking LPI-driven arrestin recruitment, primary screen, imaging, U2OS, beta-arrestin-GFP, LPI agonist (AID 2013); G-protein coupled receptor 55 (Homo sapiens); U2OS GPR55 beta-arrestin-GFP translocation imaging, LPI antagonism; higher % means a stronger effect; inhibition, % at 10 µM; hits with a dose series show IC50 in µM; actives 0.13% (n = 290,000);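 active = spots per cell inhibited over 60%, with over 100 cells counted and total cytoplasm intensity under 500,000; inconclusive = wells with under 100 cells, flagged as likely toxic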;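 note: U2OS cells stably carrying GPR55 and arrestin-GFP stimulated by 5 µM LPI near EC80; imaged beta-arrestin-GFP aggregate spots per cell after agonist stimulation; plate controls were LPI-stimulated DMSO wells for no effect and DMSO wells without LPI for full effect; some results filed as inactive read as strong as hits; confirmed hits need IC50 under 10 µM and bright autofluorescent wells are also inconclusive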
KOR beta-arrestin-1: KOR antagonists, beta-arrestin recruitment, cell-based, luminescence, uHTS (AID 1778); Kappa-type opioid receptor (Homo sapiens); actives 0.091% (n = 290,000); KOR beta-arrestin recruitment, luminescence, antagonist mode; higher % means a stronger effect; one-dose inhibition, % at 10 µM; IC50 in µM for titrated hits; note: strong numbers were not always called active
KOR beta-arrestin-2: KOR agonists, beta-arrestin recruitment, primary screen, cell-based, luminescence, uHTS (AID 1777) | Kappa-type opioid receptor (Homo sapiens) | KOR beta-arrestin recruitment, luminescence; higher % means a stronger effect | activation, % at 10 µM, or EC50 in µM where a hit was titrated | actives 0.02% (n = 280,000); in the data active = activation above about 50%, passing the limit was not always enough; note: a part of the inactive calls stands beside numbers as strong as those of hits
GPR55 activation: GPR55 agonists via beta-arrestin recruitment, primary screen, imaging, U2OS cells, beta-arrestin-GFP redistribution (AID 1961); U2OS GPR55 beta-arrestin-GFP redistribution imaging; higher % means a stronger effect; activation, % at 10 µM; hits with a dose series show EC50 in µM; actives 0.048% (n = 290,000);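 active = activation above 40% with more than 50 cells counted in the well; inconclusive = wells holding fewer than 50 cells, flagged as toxic or sparse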;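 note: U2OS osteosarcoma cells stably expressing GPR55 and beta-arrestin-GFP; plate controls were DMSO negative control for no effect and LPI positive control for full effect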
T cell HTS vesicle-bound %: further read-out of T cell HTS, marked with its call; double positive events, %; measured here: CD8+ vesicle-bound cell fraction;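 binding gate set so that unloaded-vesicle control wells show 10% double positive cells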
NTR1 ag cell count 20 µM: recorded beside NTR1 ag, whose call it bears; cell count; measured here: cell count, cytotoxicity flag
Myeloid diff MLP GFP+ MAC1+ %: recorded beside Myeloid diff MLP, whose call it bears; GFP+ MAC1+ double positive, %; measured here: differentiation confirmed by MAC1 staining
An asterisk follows results filed as active; i = inactive; ? = inconclusive; . = not tested or not shown; [ ] = dose if it differs, or a comment. Cut-off read from the data, not from the text of the source, unless noted: active = inhibition above about 50%; inactive = the rest. An excerpt, so the mix of outcomes need not match the whole.

Every second line gives: T cell HTS	T cell HTS vesicle-bound %	Myeloid diff MLP	Myeloid diff MLP GFP+ MAC1+ %	NTR1 ag	NTR1 ag cell count 20 µM	NOD1 inhibition	HEK293 NOD2/NF-kB	GPR55 antagonists	KOR beta-arrestin-1	KOR beta-arrestin-2	GPR55 activation
CCOc1cc(C2C(C(C)=O)=C(C)Nc3ncnn32)ccc1O (configuration not stated)
  i	18	i	0.3	-1.0	88	-6%	0%	5%	-6%	-1.1%	-0.1%
CC(C)n1nnnc1SCC(=O)N1CCOCC1
  i	40	i	1.0	-2.6	46	4%	4%	9%	-8%	3.9%	0.3%
c1ccc(-c2nc3ccccc3nc2-c2ccccn2)nc1
  i	36	i	1.1	-0.2	56	28%	2%	-4%	-25%	1.4%	0.2%
CCOC(=O)c1sc(NC(=O)C(CC)Sc2nnc3c4ccccc4n(CC)c3n2)nc1C (configuration not stated)
  i	45	i	0.5	9.8	46	4%	6%	10%	9%	-0.2%	0.3%
O=C(NCc1cccnc1)C1CCCN(Cc2cnn(-c3ccccc3)c2-n2cccc2)C1 (configuration not stated)
  i	18	i	1.3	0.8	81	-1%	18%	-5%	-15%	-6.6%	0.3%
Brc1ccc(-c2nc(-c3ccncc3)no2)o1
  i	19	i	1.0	0.0	85	-35%	-23%	7%	25%	-3.9%	-0.1%
Cc1ccc(N(CCC#N)C(=O)COC(=O)c2ccccn2)cc1
  i	28	i	0.5	-0.1	56	-22%	-1%	25%	-16%	0.2%	0.3%
N#Cc1c(N)c(C(=O)c2ccc(Br)cc2)n2c1CCC2
  i	53	i	0.8	0.4	46	-20%	13%	-6%	3%	-4.3%	0.3%
COc1ccccc1CNC(=O)N/C=C/c1ccc(Cl)cc1
  i	43	i	0.0	1.3	49	-43%	18%	0%	-15%	-1.1%	0.5%
COCCCn1cn[nH]c1=S
  i	31	i	0.2	1.4	48	-23%	7%	5%	-5%	-8.2%	0.5%
CCc1cccc(CC)c1NC(=S)NCCc1c(C)[nH]c2ccc(C)cc12
  i	26	?	.	2.6	99	-28%	21%	8%	-28%	2.1%	0.2%
COc1cccc2cc(C(=O)N(C)C3CCN(C)CC3)c(=O)oc12
  i	22	i	0.8	-0.9	41	1%	17%	-7%	12%	15%	-0.2%
CC(C)(C)OC(=O)N1CCCN(C(=O)Nc2ccc(C(F)(F)F)cc2)CC1
  i	31	i	0.0	-1.4	59	1%	9%	7%	12%	-4.0%	0.6%
CCn1nc(C(=O)Nc2cccc3ccccc23)c(Cl)c1Cl
  i	40	i	0.9	-0.5	60	-5%	-5%	-11%	-30%	5.6%	0.6%
COCCNC(=O)/C(C#N)=C/c1ccc(OCC(=O)NC2CCCCC2)cc1
  i	3	i	0.2	0.9	45	-25%	14%	-8%	15%	-2.1%	0.1%
Cc1ccccc1C(=O)O/N=C(\c1ccccc1)c1ccccn1
  i	46	i	0.3	1.3	27	2%	8%	5%	17%	0.6%	-0.3%
CCOC(=O)C1CCN(c2ncnc3c2oc2ccc(Cl)cc23)CC1
  i	41	i	1.6	11	39	-33%	-34%	11%	-23%	3.9%	0.0%
O=C(CNC(=O)c1ccco1)NCC(=O)OCc1ccccc1Br
  i	41	i	0.4	-1.3	34	2%	9%	2%	-60%	7.5%	-0.2%
COc1ccc(-n2nc([N+](=O)[O-])c(=NCc3cccnc3)n2O)cc1
  i	3	i	0.0	0.9	70	-36%	-34%	9%	-6%	8.4%	-0.2%
O=C(COC(=O)CSc1cccc2cccc(Cl)c12)Nc1ncc(C(F)(F)F)cc1Cl
  i	34	i	1.9	-0.1	65	38%	15%	13%	-30%	1.8%	-0.1%
COc1cc(-c2c(-c3ccc4c(c3)OCO4)noc2-c2ccsc2)ccc1F
  i	22	i	1.9	6.8	61	-23%	8%	6%	-1%[20 µM]	2.9%	-0.2%
COc1ccc(N=CC2=C(O)c3ccccc3C2=O)cc1
  i	43	i	0.5	-0.6	58	52%	-130%	-5%	-16%	3.5%	0.1%
O=C(CSc1nnnn1-c1cccc2c1CCCC2)N1CCCC1
  i	30	i	0.8	2.6	51	25%	10%	5%	-15%	15%	0.6%
C=CCN(CC=C)Cc1c(O)ccc2c(=O)c(-c3ccccc3)coc12
  i	61	i	0.5	0.0	76	-14%	9%	-1%	-11%	-7.6%	0.3%
O=C(O)c1cc(NCc2ccccc2C(F)(F)F)ccc1N1CCOCC1
  i	37	i	0.5	0.0	56	11%	9%	5%	10%	3.7%	-0.2%
Cc1c(NC(=O)CN(c2ccc(F)cc2)S(=O)(=O)c2ccccc2)c(=O)n(-c2ccccc2)n1C
  i	6	i	1.0	3.3	58	-13%	3%	-12%	9%	0.8%	0.1%
C=CCSc1nc(=O)n2ccc(C)cc2n1
  i	46	i	0.5	-0.5	54	-38%	-4%	9%	-5%	-6.3%	-1.0%
O=C(CSC1=NNC(c2ccccn2)S1)Nc1cccc(Cl)c1 (configuration not stated)
  i	16	i	0.7	3.5	53	24%	-134%	11%	44%	-1.8%	-0.1%
COc1ccc(OC)c2sc(NC(=O)C3CC3)nc12
  i	30	i	1.6	-0.5	55	-16%	6%	-11%	6%	-6.1%	-0.1%
O=C(NCc1ccco1)C12CN(Cc3ccccc3)CC1C(c1ccc([N+](=O)[O-])cc1)=NO2 (configuration not stated)
  .	.	i	1.4	-1.0	97	10%	20%	3%	5%	1.6%	0.0%

An excerpt from above, showing only KOR beta-arrestin-2, Myeloid diff MLP and NTR1 ag:
Compound | KOR beta-arrestin-2 | Myeloid diff MLP | NTR1 ag
Cc1c(NC(=O)CN(c2ccc(F)cc2)S(=O)(=O)c2ccccc2)c(=O)n(-c2ccccc2)n1C | 0.8% | i | 3.3
CCOC(=O)c1sc(NC(=O)C(CC)Sc2nnc3c4ccccc4n(CC)c3n2)nc1C (configuration not stated) | -0.2% | i | 9.8
COc1ccc(-n2nc([N+](=O)[O-])c(=NCc3cccnc3)n2O)cc1 | 8.4% | i | 0.9

A draw from above in order of count of non-hydrogen atoms, smallest number first:
Every second line gives: T cell HTS	T cell HTS vesicle-bound %	Myeloid diff MLP	Myeloid diff MLP GFP+ MAC1+ %	NTR1 ag	NTR1 ag cell count 20 µM	NOD1 inhibition	HEK293 NOD2/NF-kB	GPR55 antagonists	KOR beta-arrestin-1	KOR beta-arrestin-2	GPR55 activation
COc1cccc2cc(C(=O)N(C)C3CCN(C)CC3)c(=O)oc12
  i	22	i	0.8	-0.9	41	1%	17%	-7%	12%	15%	-0.2%
O=C(O)c1cc(NCc2ccccc2C(F)(F)F)ccc1N1CCOCC1
  i	37	i	0.5	0.0	56	11%	9%	5%	10%	3.7%	-0.2%
CCOC(=O)c1sc(NC(=O)C(CC)Sc2nnc3c4ccccc4n(CC)c3n2)nc1C (configuration not stated)
  i	45	i	0.5	9.8	46	4%	6%	10%	9%	-0.2%	0.3%

Next compounds
Every second line gives: T cell HTS	T cell HTS vesicle-bound %	Myeloid diff MLP	Myeloid diff MLP GFP+ MAC1+ %	NTR1 ag	NTR1 ag cell count 20 µM	NOD1 inhibition	HEK293 NOD2/NF-kB	GPR55 antagonists	KOR beta-arrestin-1	KOR beta-arrestin-2	GPR55 activation
CCCCCCN1C2=NCCN2c2ccccc21
  i	24	i	2.0	0.3	58	-24%	-5%	1%	9%	-0.1%	0.0%
Cc1cc(C)n(CCc2nc(-c3ccc(C)o3)cs2)n1
  i	20	i	0.5	2.3	50	-18%	1%	-5%	-16%	-3.5%	-0.1%
CC1(C)C(=O)OC(/C=C\c2cccc([N+](=O)[O-])c2)C(C)(C)C1=O (configuration not stated)
  i	43	i	0.1	0.1	48	9%	6%	-2%	-12%[20 µM]	-4.9%	-0.1%
COc1ccc(S(=O)(=O)NCC(=O)N(CC2CCCO2)C(C(=O)NC2CCCC2)C(C)C)cc1 (configuration not stated)
  i	31	i	1.0	-1.7	45	1%	-1%	6%	-14%	-2.9%	-0.1%
Cc1ccc2c(c1)N(CC(=O)NCC1CCCO1)C(=O)C(C(C)C)O2 (configuration not stated)
  i	17	i	0.6	0.0	50	-22%	2%	8%	28%	-0.4%	0.6%
CCN1C(=O)c2cccc3c(N)ccc(c23)C1=O
  i	63	i	1.2	-2.9	90	-9%	-2%	-10%	-39%	1.8%	-0.1%
Cc1ccc(CNC(=O)NC23CC4CC(CC(C4)C2)C3)cc1
  i	50	i	0.6	1.8	91	-12%	6%	-1%	-14%	0.8%	0.5%
COC(=O)c1ccc(CSc2nnc(Nc3cccc(OC)c3)s2)o1
  i	54	i	1.5	-0.8	46	0%	-8%	10%	7%	-2.0%	0.3%
COc1ccc(C2C(C#N)=C(C)NC3=C2C(=O)CC(C)(C)C3)c(OC)c1 (configuration not stated)
  i	43	.	.	-0.4	45	-7%	12%	4%	26%	-3.2%	-0.1%
CCC(C)c1ccc(NC(=S)N2CCN(C(=O)C3CCCO3)CC2)cc1 (configuration not stated)
  i	36	i	0.6	0.6	66	-18%	13%	23%	8%	-4.6%	0.6%
COc1ccc(CNCc2ccc3c(c2)OCO3)c(OC)c1OC
  i	59	i	0.3	-1.2	74	-18%	-26%	-10%	-9%	-0.9%	-0.2%
COc1cc2cc(Oc3ccc4ccc(=O)oc4c3)c(=O)oc2cc1OC1OC(COC(=O)CC(C)(O)CC(=O)O)C(O)C(O)C1O (configuration not stated)
  i	22	i	3.1	0.2	85	-29%	12%	3%	-17%	-1.5%	-0.3%
CC(C)Sc1ncnc2c1cnn2-c1ccccc1
  i	53	i	0.3	3.3	65	-70%	-85%	-8%	11%	-2.8%	-0.1%
O=C(Nc1ccccc1C(=O)N1CCOCC1)c1ccncc1
  i	41	i	0.0	0.4	53	-13%	-1%	6%	22%	-2.0%	-0.1%
Cc1ccc(C2CC(c3ccccc3OC(F)F)Nc3ncnn32)cc1 (configuration not stated)
  i	39	i	0.5	-0.1	33	-10%	18%	2%	10%	-1.1%	-0.1%
Cc1cc(OCCCCCN2CCCC2)ccc1Cl
  i	48	i	0.5	-2.5	20	-37%	-13%	16%	-42%	-1.4%	-0.2%
Cc1cc2ccccc2c(=O)[nH]1
  i	43	i	1.6	1.2	52	-6%	10%	10%	3%	-1.5%	-0.1%
